Rin1-Abl PPI inh – human Rin1-Abl interaction inhibition | 360,000 compounds, 0.4% hits | AID 588664 | inhibition, % at 7.35 µM | P00519+Q13671 | TR-FRET Rin1/Abl binding, biochemical; in the data active means inhibition above about 5%, passing the limit was not always enough
NRP1-CendR mod – alters CendR peptide binding to human NRP-1; O14786; inhibition, % at 25 µM; 360,000 compounds, 0.85% hits; FAM-RPARPAR peptide binding to NRP-1, fluorescence polarization;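 active means inhibition or corrected inhibition above about 18%, plus a signal ratio from 0.5 to 1.5, limit read from the data, passing the limit was not always enough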; further: strong numbers were not always called active
eLon inh – inhibits E. coli Lon protease. P0A9M0. purified E. coli Lon protease, fluorescence polarization. inhibition, % at 7.94 µM. 360,000 compounds, 0.42% hits. AID 602123; in the data active means inhibition above about 13%, passing the limit was not always enough;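 further: 0% = enzyme with probe and DMSO and 100% = no enzyme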
Neddylation inh – inhibitors of human cullin neddylation; TR-FRET cullin neddylation, biochemical; calls only at 25 µM; 360,000 compounds, 0.58% hits; AID 651699; in the data active means inhibition above about 36%
SKN-1 inh – blocks SKN-1 activity in C. elegans. inhibition, % at 21.8 µM. AID 624304. C. elegans VP596 Pgst-4::GFP/RFP ratio, acrylamide-induced, 24 h. 360,000 compounds, 0.49% hits;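 active means interference check ratio from 0.5 to 1.5 plus GFP to RFP signal ratio inhibition reaching or exceeding a fixed threshold, cut at about 30% in these data, passing the limit was not always enough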; further: some compounds called inactive have numbers as strong as hits
FAS TE block – blocks the thioesterase domain of human fatty acid synthase; P49327; recombinant FAS-TE, OMFH fluorogenic substrate, fluorescence endpoint; inhibition, % at 15 µM; 360,000 compounds, 0.67% hits;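 active means compounds whose normalised, plate-corrected inhibition of enzyme fluorescence in the single-dose primary screen is 50% or more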;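 further: 0% = DMSO with enzyme and 100% = substrate without enzyme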
MT1-MMP act inh – MT1-MMP (human) activation inhibition | P50281 | HT1080 RFP-PRO-GFP cells, GFP/RFP ratio fluorescence, overnight; percent of plate control window, DMSO zero | GFP/RFP ratio change, % at 20 µM | 360,000 compounds, 0.061% hits | AID 651647;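 active means GFP/RFP ratio change of at least 30% with cell ATP level not reduced by more than half and red fluorescence within 50% of control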; further: strong numbers were not always called active
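Compound: 20 µM single dose, 1% DMSO / System: HT1080 RFP-PRO-GFP cells / Controls: DMSO and RFP-L50D-GFP cell wells / Read-out basis: GFP/RFP fluorescence ratio / Schedule: overnight compound exposure at 37 °C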
PABP1 MLLE inh – inhibitors of microRNA-mediated deadenylation, human PABP1 MLLE binding. 360,000 compounds, 0.36% hits. GST-MLLE / FITC-PAM2 fluorescence polarization. inhibition, % at 20 µM. P11940; in the data active means inhibition above about 35%, passing the limit was not always enough;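 further: plate controls were DMSO wells with GST-MLLE for no effect and wells lacking GST-MLLE protein for full effect; some results filed as inactive read as strong as hits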
MsrA act – activates bovine MsrA enzyme; purified bovine MsrA, absorbance read-out; 360,000 compounds, 0.3% hits; AID 602163; activation, % at 10.6 µM; in the data active means activation above about 7.5%;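 further: 0% = vehicle and 100% = reference activator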
* hit, by the source's call; i = inactive; . = no result given.

smiles	Rin1-Abl PPI inh	NRP1-CendR mod	eLon inh	Neddylation inh	SKN-1 inh	FAS TE block	MT1-MMP act inh	PABP1 MLLE inh	MsrA act
C[C@@H]1CCCCO[C@H](CN(C)C)[C@H](C)CN([C@@H](C)CO)C(=O)c2cc(NC(=O)Nc3ccc(C(F)(F)F)cc3)ccc2O1	0	17	10	i	2	-2	4	0	1
COc1ccc(S(=O)(=O)N2CCN(C(=O)C3CCC3)CC2)cc1	3	-6	0	i	17	-2	1	4	-3
CCOC(=O)C(Oc1ccc2c(-c3ccccc3)cc(=O)oc2c1)c1ccccc1 (centres undefined)	4	3	-2	i	5	28	-3	-2	-3
CCC(=O)c1ccc(OCC(=O)OCC(=O)Nc2ccc3c(c2)OCCO3)cc1	1	4	7	i	22	-8	-1	1	-1
NS(=O)(=O)c1cccc(NC(=O)COC(=O)CN2C(=O)c3ccccc3C2=O)c1	1	1	-7	i	-30	-9	-2	-24	-2
Cc1nccn1CCCNC(=O)CC1C(=O)NCCN1Cc1ccccc1C(F)(F)F (centres undefined)	1	-2	-5	i	-2	-7	-2	-1	-3
CC(C)n1c(SCC(=O)Nc2nc3c(s2)CCCC3)nc2c1c(=O)n(C)c(=O)n2C	-2	-7	-4	i	17	23	-10	-2	-2
CC1CCCCN1CCCNC(=O)c1ccc2nc(N3CCCCC3)sc2c1 (centres undefined)	0	-1	-2	i	11	-8	2	9	0
CN(CCOc1ccc(Cl)cc1)C(=O)c1cc(S(=O)(=O)N2CCOCC2)ccc1N1CCCC1	-1	9	6	i	-2	22	8	-1	-1
O=S1(=O)c2cccc3cccc(c23)N1Cc1nnc(-c2ccccc2Br)o1	-1	-9	-5	i	2	21	-3	-5	-5
Cc1nc(NC(=O)/C=C/c2ccccc2)sc1C(=O)Nc1ccccc1Cl	-3	-1	5	.	16	1	8	-2	3
Cc1sc2nc(SCC(N)=O)n(-c3ccccc3)c(=O)c2c1C	1	9	6	i	-1	-6	0	2	-4
CC(=O)Nc1ccc(NC(=O)c2c([N+](=O)[O-])cnn2C)cc1	0	13	-2	i	-5	-2	4	-3	-2
O=C(Nc1cc(C(F)(F)F)ccc1N1CCCC1)C1=COCCO1	-1	-1	0	i	7	-1	-3	0	0
CCN(CC(=O)Nc1ccc(NC(C)=O)cc1)C(=O)/C=C/c1ccc(C)o1	-1	0	-15	i	-26	-6	0	2	-4
CN(C)S(=O)(=O)c1ccc(C(=O)NCC(=O)N/N=C/c2ccccc2)cc1	1	5	-3	i	2	-10	0	6	-2
Cn1nc(NC(=O)C(F)(F)F)c2ncc(-c3ccc(Cl)cc3)nc21	1	-6	-8	i	1	-4	-1	-4	-1
CCN(CC(=O)NCc1ccc(Cl)cc1)C(=O)c1cccc(S(=O)(=O)Nc2ccc(OC)cc2)c1	-1	-11	-4	i	8	6	2	3	-3
O=S(=O)(c1ccccc1)n1ccc(-c2cnc(-c3ccccc3)s2)n1	1	13	-10	i	-11	63*	-7	2	1
Clc1ccc(CSc2nnc(-c3ccccn3)n2Cc2cccs2)cc1Cl	-1	6	3	i	7	36	-5	11	-1
O=C(OCc1ccc(-c2ccccc2)cc1)c1cccc(O)c1	2	-5	-3	i	8	12	-4	-8	1
CCOc1ccccc1C(=O)NC1CCNCC1	-2	12	-6	i	20	-4	-3	-5	-9
O=C(CCNC(=O)c1ccccc1Cl)NC1=NCCS1	1	-16	7	i	2	-5	5	2	0
O=C(CCl)N1CCN(S(=O)(=O)Cc2ccccc2)CC1	-2	-1	5	i	9	-3	-1	12	0
O=C(Nc1ccccc1N1CCCC1)c1cccc(Cl)c1Cl	1	2	1	i	10	15	-4	-4	-2
CCN(CC)C(=O)Oc1ccc2ccccc2c1Br	-2	6	4	i	21	12	-1	-1	-4
N#CCOC(=O)[C@H](Cc1ccccc1)N1C(=O)c2ccccc2C1=O	4	8	-2	i	9	-2	2	-1	-12
O=C(Cn1cnc2ccccc21)Nc1ccc(C(=O)O)cc1	3	15	-3	i	7	-6	5	5	-5
Cc1cc(C(=O)NC2CCCCCC2)c2ccccc2n1	3	-4	-11	i	-5	-8	-2	11	-5
O=C(O)COCC(=O)N1CCc2c([nH]c3ccccc23)C1C(F)(F)F (centres undefined)	-1	-1	-1	i	6	-2	1	9	-3
O=[N+]([O-])c1ccc2nc(-c3ccc(Cl)cc3)[nH]c2c1	1	11	-5	i	33	17	-6	-1	-3
Cc1cc2ccccn2c1C(=O)Nc1ccccc1	3	1	1	i	13	4	1	6	-5
CCc1cc2c(SCC(=O)O)ncnc2s1	-13	4	-4	i	-10	-6	-5	-6	-9
CCCS(=O)(=O)NC(=O)C1(C)CCCN(C(=O)c2c(-c3ccccc3)noc2C)C1 (centres undefined)	0	3	10	i	11	-2	0	-6	1
CC(=O)Nc1ccc(NC(=O)C2(C)Cc3c(-c4cccc(C(F)(F)F)c4)ccnc3O2)cc1 (centres undefined)	1	-1	-2	i	6	3	2	-11	-1
N#Cc1cccc(NC(=O)CSc2nnc(C3CC3)n2C2CC2)c1	1	-6	-2	i	3	-3	-2	-19	-2
COCCN1C(=O)c2ccc(C(=O)NCc3ccco3)cc2C1=O	4	5	6	i	1	-7	-3	6	-6
COc1cccc(/C=N/NC(=O)c2csc(-n3nc(C)cc3C(F)(F)F)n2)c1	-1	-13	4	i	21	-1	3	-3	-6
Cc1cccc(-n2ncc3c2CCCC3NC(=O)c2ccncc2)c1C (centres undefined)	-4	-9	3	i	12	-4	10	0	-6
Cc1ccc(NC(=O)C2=COCCO2)cc1S(=O)(=O)N1CCOCC1	-4	-4	-8	i	15	-7	2	1	-2
COc1ccc(C(C2C(=O)CC(C)(C)CC2=O)C2C(=O)CC(C)(C)CC2=O)cc1	-2	6	2	i	-1	-1	2	23	-4
CCn1c(SCC(=O)N2CCN(c3ccccc3)CC2)nc2c([nH]c3ccccc32)c1=O	-2	15	-7	i	1	-1	-3	-13	-3
O=C(CN1CC[n+]2c(-c3ccccc3)csc21)c1ccc(Br)cc1	-1	18	-7	i	12	-111	-11	36	-1
CC(NS(=O)(=O)c1ccc(Cl)cc1)C(=O)OCC(=O)c1ccc[nH]1 (centres undefined)	0	-4	-18	i	-9	-4	-5	-4	0
COc1cccc2cc(C(=O)C3=C(O)C(=O)N(CCN4CCOCC4)C3c3ccc(Cl)cc3)oc12 (centres undefined)	-3	-3	-7	i	-6	13	-2	8	-1
Nc1[nH]c(C(=O)c2ccccc2)c(-c2ccncc2)c1C(=O)NCc1ccc(Cl)cc1	.	-8	-1	i	6	-5	.	.	-2
O=C(COc1ccccc1[N+](=O)[O-])N/N=C/C=C/c1ccco1	3	10	8	i	13	1	6	13	-2
CC(C)(C)c1cc(=O)n2c(nc3ccccc32)[nH]1	-4	3	3	i	8	-4	-11	-3	-9
CC1=NNC(=O)C1CCC(=O)N/N=C/c1c(Cl)cccc1Cl (centres undefined)	0	-5	3	i	6	-6	0	-2	-1
O=C(/C=C/c1ccc([N+](=O)[O-])cc1)NCc1ccco1	-3	4	5	i	-8	4	7	-24	-3

Additional entries.
smiles	Rin1-Abl PPI inh	NRP1-CendR mod	eLon inh	Neddylation inh	SKN-1 inh	FAS TE block	MT1-MMP act inh	PABP1 MLLE inh	MsrA act
O=C(C[n+]1cc(-c2ccc(F)cc2)n2c1CCC2)c1cccs1	-2	-1	-1	i	4	-1	2	-19	-3
Cc1ccccc1-c1cnc(C(O)c2cc(Cl)cc(Cl)c2)[nH]1 (centres undefined)	-1	-2	-8	i	6	11	2	8	-2
CSCCC(NC(=O)OC(C)(C)C)C(=O)NC(C(=O)NC(CC(C)C)C(N)=O)C(C)C (centres undefined)	2	-2	3	i	4	-9	6	8	-7
Nc1cc2[nH]c(=O)c3ccccc3c2cc1[N+](=O)[O-]	-16	1	1	i	18	1	5	-5	-3
COc1cc(/C=C/C(=O)O)ccc1OCc1ccccc1C#N	2	-2	2	i	-4	-8	3	-2	-4
COc1cc(CNC2CCCC2)cc(OC)c1OC	3	-13	-1	i	-3	-5	1	-1	-13
Cc1nnc(SCCn2c(N3CCCC(C)C3)nc3c2c(=O)n(C)c(=O)n3C)s1 (centres undefined)	-3	-8	3	i	7	-6	4	3	0
Oc1cccc(NC(=S)Nc2ccc(SC(F)F)cc2)c1	2	-14	-4	i	3	1	7	28	-2
COc1ccc(-c2nc3ccccc3c(=O)n2O)cc1	2	-8	8	i	-1	1	-2	3	-7
NC(=O)c1nc(-c2ccccc2)c(-c2ccccc2)[nH]c1=O	-5	10	5	i	5	-5	3	2	-2

Given with each value named: entries from further up
Cc1ccccc1-c1cnc(C(O)c2cc(Cl)cc(Cl)c2)[nH]1 (centres undefined)
- Rin1-Abl PPI inh: -1
- NRP1-CendR mod: -2
- eLon inh: -8
- Neddylation inh: i
- SKN-1 inh: 6
- FAS TE block: 11
- MT1-MMP act inh: 2
- PABP1 MLLE inh: 8
- MsrA act: -2
NC(=O)c1nc(-c2ccccc2)c(-c2ccccc2)[nH]c1=O
- Rin1-Abl PPI inh: -5
- NRP1-CendR mod: 10
- eLon inh: 5
- Neddylation inh: i
- SKN-1 inh: 5
- FAS TE block: -5
- MT1-MMP act inh: 3
- PABP1 MLLE inh: 2
- MsrA act: -2

Further structures
smiles	Rin1-Abl PPI inh	NRP1-CendR mod	eLon inh	Neddylation inh	SKN-1 inh	FAS TE block	MT1-MMP act inh	PABP1 MLLE inh	MsrA act
Cc1ccccc1NC(=O)CN1CCC(C(=O)c2ccc3c(c2)OCCO3)CC1	0	-3	-1	i	-8	4	-4	11	-3
CCCN(C(=O)c1cn(C)c(=O)c2ccccc12)c1ccccc1C	2	3	-8	i	16	0	-2	16	-4
CSCCC(NC(=O)COc1ccccc1)C(=O)OCCOc1ccc(F)cc1 (centres undefined)	-2	5	0	i	12	18	4	3	-5
Cc1nn(C)c(C)c1CCC(=O)NC1CC(C)(C)Cc2c1cnn2-c1ccccc1 (centres undefined)	-3	13	-8	i	15	-5	-5	2	-3
Cc1cc(NC(=O)C2COc3ccccc3O2)no1 (centres undefined)	1	6	-4	i	-3	-12	-3	2	-2
COc1ccc([N+](=O)[O-])c(OC)c1C(=O)NC(=O)Nc1nc(C)cc(C)n1	-3	9	0	i	5	3	0	2	-3

Screening results (PubChem)

Random draw from the library (roughly 4% active in at least one column).
